TEAD-YAP inh – TEAD-YAP interaction inhibition, primary screen, TEAD-YAP interaction inhibitor project, luminescence, HEK-TIYL cells. TEAD-Gal4/YAP UAS-luciferase luminescence. inhibition, % at 9.12 µM. 640,000 compounds, 1.4% hits. AID 1259422, 2018; in the data active = inhibition above about 32%;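 note: 0% = median of test compound wells and 100% = reference inhibitor wells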
MITF inh – MITF inhibitors, primary screen, biochemical, AlphaScreen, human; AlphaScreen MITF homodimerization, bead proximity signal; inhibition, % at 2.6 µM; 650,000 compounds, 0.91% hits; AID 1259374, 2018; in the data active = inhibition above about 50%;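 note: 0% = vehicle wells with protein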
GPR151 activ – activators of human GPR151, primary screen, cell-based, PathHunter beta-arrestin, luminescence; 650,000 compounds, 1% hits; PathHunter beta-arrestin GPR151 cells; activation, % at 11.2 µM; in the data active = activation above about 4.9%;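 note: 0% = median of compound wells and 100% = cells with positive control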
Target sequence (Q8TDV0 whole entry, looked up): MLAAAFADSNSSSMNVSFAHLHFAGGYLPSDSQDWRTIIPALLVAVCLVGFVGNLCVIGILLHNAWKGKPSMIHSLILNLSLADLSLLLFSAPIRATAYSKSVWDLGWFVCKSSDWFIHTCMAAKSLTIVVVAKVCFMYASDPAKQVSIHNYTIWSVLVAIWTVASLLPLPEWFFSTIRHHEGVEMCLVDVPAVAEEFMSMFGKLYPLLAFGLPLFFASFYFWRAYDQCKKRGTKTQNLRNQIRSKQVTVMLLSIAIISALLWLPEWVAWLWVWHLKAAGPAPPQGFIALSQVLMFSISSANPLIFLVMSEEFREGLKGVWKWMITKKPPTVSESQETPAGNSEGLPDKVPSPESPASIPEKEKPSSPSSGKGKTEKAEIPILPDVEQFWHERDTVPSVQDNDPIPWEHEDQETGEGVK
FBW7 act – FBW7 E3 ligase activators, primary screen, biochemical, AlphaScreen, human; 650,000 compounds, 0.13% hits; AlphaScreen FBW7–phospho-cyclin E peptide binding, activator screen; AID 1259310, 2017; normalized activity (activation), % at 26.1 µM; in the data active = normalized activity above about 1.9%;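 note: purified mutant Fbw7 with reduced substrate affinity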
Target sequence (Q969H0 whole entry, looked up): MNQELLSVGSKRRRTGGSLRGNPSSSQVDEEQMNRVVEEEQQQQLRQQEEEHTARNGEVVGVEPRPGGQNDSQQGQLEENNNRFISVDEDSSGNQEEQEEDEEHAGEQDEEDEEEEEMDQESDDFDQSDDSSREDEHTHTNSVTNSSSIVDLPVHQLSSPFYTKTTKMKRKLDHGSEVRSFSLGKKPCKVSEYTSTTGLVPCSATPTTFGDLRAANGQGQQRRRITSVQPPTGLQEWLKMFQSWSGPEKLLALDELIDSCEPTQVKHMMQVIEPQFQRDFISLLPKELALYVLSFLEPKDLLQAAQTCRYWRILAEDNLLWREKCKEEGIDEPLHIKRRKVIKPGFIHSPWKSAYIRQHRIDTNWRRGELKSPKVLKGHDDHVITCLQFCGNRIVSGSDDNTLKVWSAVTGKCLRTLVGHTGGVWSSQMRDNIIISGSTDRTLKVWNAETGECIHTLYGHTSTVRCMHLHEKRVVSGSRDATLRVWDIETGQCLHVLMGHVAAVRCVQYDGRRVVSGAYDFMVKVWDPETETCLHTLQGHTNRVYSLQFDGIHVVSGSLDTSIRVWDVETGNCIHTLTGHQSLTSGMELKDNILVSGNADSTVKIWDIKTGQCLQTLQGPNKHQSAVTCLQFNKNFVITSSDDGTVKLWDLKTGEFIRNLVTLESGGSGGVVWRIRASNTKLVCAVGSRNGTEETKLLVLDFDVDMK
Starred values were filed as active, the others as inactive; & = joins results of further samples. Rows were taken by chance. Share with any hit: about 3.4%.

Results follow in this order: TEAD-YAP inh, MITF inh, GPR151 activ, FBW7 act
C=CCOc1c(Cl)cc(CNn2nnnc2N)cc1OC
  -1, 17, 4.4, 0.0
CCN1CCN(S(=O)(=O)c2ccc3c4c(cccc24)C(=O)N3CC)CC1
  -10, 2, -0.5, 0.1
CC(C)OC(=O)COc1ccc2ccc(=O)oc2c1
  3, 5, 2.0, 0.0
O=C(NCCNc1ccc([N+](=O)[O-])cc1C(F)(F)F)c1ccccc1F
  -1, 21, 1.9, 0.1
O=C(Nc1c[nH]c(=O)[nH]c1=O)c1cccc(N2C(=O)CCC2=O)c1
  1, 4, -0.1, -0.1
CCOc1cccc(NC(=O)C2CC(=O)N(C)C(=Nc3ccc(Br)cc3)S2)c1 (centres undefined)
  -5, 1, -0.3, -0.2
C=CCn1c(COc2ccccc2C)n[nH]c1=S
  9, 8, -0.8, 0.5
Nc1nonc1-n1nnc(C(=O)O)c1CSc1nc2ccccc2s1
  -6, 35, -1.5, 0.3
OCC1CCCN(Cc2ccc3c(c2)OCO3)C1 (centres undefined)
  -2, 7, 0.8, 0.0
O=C(CCCn1c(SCc2ccc(F)cc2Cl)nc2ccsc2c1=O)NCCc1ccccc1
  -10, -4, 3.3, -0.2
COCCN1C=C(C(=O)OC)C(c2ccc(OC)c(OC)c2)C(C(=O)OC)=C1
  -6, -1, -0.8, -0.2
O=C(Nc1ccc(NC(=O)C2CC2)cn1)c1ccccc1
  1, 7, 0.1, 0.1
S=c1[nH]nc(-c2ccc(Cl)cc2Cl)n1C1CCCCC1
  3&-5, 2&3, 1.4&1.1, 0.0&0.0
O=C(Cc1cn(-c2ccc(Nc3ccncn3)nn2)c2ccccc12)NCCCN1CCCC1=O
  -7, 5, -1.4, 0.1
CN(C(=O)c1ccc([N+](=O)[O-])cc1)c1nnc(-c2cccnc2)s1
  -4, 12, 0.1, 0.0
O=C(N/C=C/n1cnc2cc(C(F)(F)F)ccc21)c1ccc([N+](=O)[O-])o1
  1, 4, -0.7, 0.0
COc1ccc(C2CC(=O)C3=C(C2)Nc2ccccc2NC3c2ccccc2C)cc1OC (centres undefined)
  -9, 10, 0.6, 0.5
Cc1cccc(N2CCN(C(=O)c3ccc4c(c3)C(=O)N(c3cc(C)on3)C4=O)CC2C)c1 (centres undefined)
  3, 3, -1.1, -0.1
O=C(CCC1CCCC1)Nc1c2c(nn1-c1cccc(Cl)c1)CS(=O)(=O)C2
  -11, 1, 1.2, 0.2
Cn1c(=O)oc2cc(S(=O)(=O)NCc3ccccn3)ccc21
  -3, 7, -1.0, -0.1

Continued:
Results follow in this order: TEAD-YAP inh, MITF inh, GPR151 activ, FBW7 act
CC(=O)c1ccc(NC(=O)CCOc2cccc(Br)c2)cc1
  -3, 13, -0.1, 0.8
Cc1ncc(NS(=O)(=O)c2ccc(NC(=O)Cc3ccccc3)cc2)c(C)n1
  -4, 21, -1.3, 0.4
Cc1csc(SCC(=O)Nc2ccc(C(C)(C)C)cc2)n1
  -20, -8, -0.2, 0.0
CC(C)S(=O)(=O)CC(=O)c1ccc(Cl)cc1
  -1, -10, 2.4, 0.3
Cc1cc(C)nc(SCC(=O)N2c3ccccc3C(C)(c3ccc(Cl)cc3)CC2(C)C)n1 (centres undefined)
  -14, -7, 3.5, -0.1
Cc1ccc(NC(=S)NC(=O)/C=C/c2ccco2)c(O)c1
  21, 11, 0.7, -0.2
CCOc1cc(C)c(C(C)C)cc1S(=O)(=O)n1c([N+](=O)[O-])cnc1C
  -5, -3, 0.0, 0.0
CCOc1cc(/C=C2/C(=N)N3N=C(C4CCCCC4)SC3=NC2=O)ccc1OCCOc1ccc(OC)cc1
  13, 2, 0.1, 0.5
O=C1CSC(c2ccccc2[N+](=O)[O-])N1c1ccc(Br)cc1 (centres undefined)
  0, 16, 0.9, -0.2
COc1cccc(/C=C(\C#N)c2nc3ccccc3s2)c1OC
  6, 12, -0.5, 0.2
CCOC(=O)N1CCC(N(CCN(C)C)C(=S)Nc2cc(C)cc(C)c2)CC1
  -10, -2, 7.7*, -0.1
Cc1ccccc1-n1nnc(-c2nc(-c3ccccc3F)no2)c1N
  -64, 14, -0.9, 0.0
Cc1ccc(C)c(NC(=O)CN2C(=O)CSC(C)C2=O)c1 (centres undefined)
  7, 3, -0.3, 0.0
O=C(NCc1ccc(Cl)cc1)C1CCCN(Cc2cccnc2)C1 (centres undefined)
  4, -11, 0.5, 0.0
O=S(=O)(NC1c2ccccc2CC1O)c1ccc(S(=O)(=O)N2CCCCC2)cc1 (centres undefined)
  7, 3, 0.6, -0.1
CC(=O)n1nc(-c2cccnc2)nc1NCc1ccco1
  1, 3, 0.6, -0.1
CC(=O)c1cccc(N(CC(=O)N(C)C)S(C)(=O)=O)c1
  6, 4, 2.7, -0.2
CCc1ccc(N(C)S(=O)(=O)c2ccc3[nH]cc(C(=O)N4CCN(c5ccccc5)CC4)c(=O)c3c2)cc1
  -1, 3, 0.3, -0.1
NC(=O)c1sc2sc(C(N)=O)c(N)c2c1N
  9, -4, 1.3, -0.1
CCCCCC12CCC(O)(CC1)CC2
  5, 13, -0.1, -0.1

The list continues.
Results follow in this order: TEAD-YAP inh, MITF inh, GPR151 activ, FBW7 act
CC(=O)Nc1cc(-c2ccc(C)cc2)nn1Cc1cccc(Cl)c1
  -7, 10, 0.5, 0.2
Cc1cc2c(c(=O)o1)C1(C(=O)Nc3ccc(Br)cc31)C(C#N)=C(N)O2 (centres undefined)
  2, 22, 0.5, 0.0
Cn1ncc2c(=O)n(Cc3cccc(Cl)c3)cnc21
  3, -3, 0.0, -0.1
O=C(NCCc1nc(-c2ccncc2)n[nH]1)C1(c2cccc(F)c2)CCCC1
  13, 3, 0.6, -0.2
CSCCCNCc1ccc(OCC(O)CN(C)Cc2ccccc2)cc1 (centres undefined)
  2, 6, -1.0, 0.0
Cc1cc(Cl)ccc1N(CC(=O)Nc1cccc([N+](=O)[O-])c1)S(C)(=O)=O
  8, 8, -0.4, 0.0
O=C(O)c1cc(C(=O)O)c(=O)[nH]c1-c1ccccc1
  2, 3, 0.6, -0.1
C=CCn1c(SCC(=O)Nc2ccc(C)cc2)nc2sc3c(c2c1=O)CCCC3
  6, 0, -0.7, 0.0
O=C(CCN1CCCCC1)Nc1ccc(OCc2ccccc2)cc1
  -24, 0, 0.5, 0.1
CC1CCN(C(=S)NC(=O)c2ccccc2)CC1
  7, 12, 2.8, 0.0
O=[N+]([O-])c1cccc(S(=O)(=O)Nc2ccc(S(=O)(=O)NCC3CCCO3)cc2)c1 (centres undefined)
  5, 6, 0.9, 0.1
O=C(COC(=O)c1ccc2nc(-c3ccccc3)c(-c3ccccc3)nc2c1)c1ccc(Cl)cc1
  -5, 16, -0.7, 0.1
CC1CCC(N2CCN(C(=O)c3ccccc3)CC2)CC1 (centres undefined)
  -11, 43, 0.6, -0.2
C#CCN1C(=O)S/C(=C/c2cc(Cl)c(O)c(OC)c2)C1=O
  1, 12, 2.5, 0.0
Cc1ccc(C(C)C)c(Oc2cc(NC(=O)c3cc(-c4ccccc4)nc4ccccc34)cc([N+](=O)[O-])c2)c1
  2, 10, -0.7, 0.1
O=C(O)/C=C\C(=O)Nc1ccc(Cl)c(C(F)(F)F)c1
  1, 9, -0.5, 0.1
Cc1ccc2nc(NC(=O)c3ccc4ncsc4c3)sc2c1
  -53, 24, -2.6, 0.3
COc1ccc(OC)c(/C(O)=C/C(=O)C(=O)Nc2ccc(Cl)cc2)c1
  8, 30, 1.0, 0.2
Cn1c(Cc2cccs2)nnc1SCC(=O)Nc1ccc(S(N)(=O)=O)cc1
  18, 10, -0.2, -0.1
CC(C(=O)NCc1ccc(Cl)cc1)N(c1ccccc1)S(C)(=O)=O (centres undefined)
  -5, 5, 0.7, 0.4

Continuation:
Results follow in this order: TEAD-YAP inh, MITF inh, GPR151 activ, FBW7 act
COCCCn1c(SCc2cc(=O)[nH]c3ccccc23)nnc1-c1ccco1
  1, 5, 0.5, -0.1
CC(C)(C)C(=O)Nc1ccc(NC(=O)C2CCCCC2)nc1
  1, 12, -0.2, 0.1
CN(CCO)CC(O)Cn1c2ccccc2c2ccccc21 (centres undefined)
  5, 9, 0.8, 0.3
N#Cc1cccc(-c2ccnc(Nc3ccc(S(N)(=O)=O)cc3)n2)c1
  -4, 1, 1.4, -0.2
Cc1noc(C)c1-c1cccc(C(=O)NCCCN2CCCC2=O)c1
  -4, 12, -1.9, 0.2
CNC(=O)CN(c1cc(OC)ccc1OC)S(C)(=O)=O
  13, 8, 0.0, 0.1
CCOC(=O)c1sc(NC(=O)c2cc(C)on2)nc1-c1ccccc1
  0, 3, -0.1, -0.1
CSc1ccccc1NC(=O)Cn1c2ccccc2c(=O)c2ccc(Cl)cc21
  1, 1, -0.6, -0.1
CCOC(=O)C1=C(C)N=c2s/c(=C\c3ccc(OCc4ccc(Cl)cc4Cl)cc3)c(=O)n2C1c1ccccc1 (centres undefined)
  -1, 3, 2.0, -0.1
COCCCNC(=O)c1cc(S(=O)(=O)N2CCOCC2)ccc1SCc1cccc(OC)c1OC
  9, -7, 0.0, -0.1
COc1cc([N+](=O)[O-])ccc1NS(=O)(=O)c1ccc2c(c1)C(=O)c1ccccc1C2=O
  7, 13, -7.4, -0.1
O=C(NC1CCCCCC1)c1nnc(Cc2ccc(Cl)cc2)o1
  11, -1, 0.2, 0.1
Cc1cc2c(cc1S(=O)(=O)NC1CCCC1)n(C)c(=O)c(=O)n2C
  -6, -9, -0.6, -0.1
CN1C(c2ccccc2)CC(=O)CC1c1ccccc1 (centres undefined)
  10, -7, 3.9, -0.1
CN(C)CCOc1ccc(-c2cccc(C=O)c2)cn1
  -73, 4, -0.8, -0.4
COc1ccc(OCc2nc(C#N)c(N3CCN(c4ccccc4)CC3)o2)cc1
  1, 32, 2.7, -0.2
Cn1c(=O)c2c(nc(SCC(=O)NC(C)(C)C)n2Cc2cccc(Cl)c2)n(C)c1=O
  6, 8, -0.5, 0.0
O=[N+]([O-])c1cccc(S(=O)(=O)NCc2ccc(Cl)cc2Cl)c1
  2, 13, -2.9, 1.2
CN(C)c1ccc(/C=C/c2nc3ccc(N)cc3[nH]2)cc1
  13, -7, -1.0, 0.0
O=C(NCc1cn2ccccc2n1)c1ccc(-c2ccsc2)nc1N1CCCC(CO)C1 (centres undefined)
  2, 7, -0.8, 0.1

Arranged by formula weight (lowest first): twelve of the compounds above
Results follow in this order: TEAD-YAP inh, MITF inh, GPR151 activ, FBW7 act
CN(C)c1ccc(/C=C/c2nc3ccc(N)cc3[nH]2)cc1
  13, -7, -1.0, 0.0
CN(CCO)CC(O)Cn1c2ccccc2c2ccccc21 (centres undefined)
  5, 9, 0.8, 0.3
O=C(NC1CCCCCC1)c1nnc(Cc2ccc(Cl)cc2)o1
  11, -1, 0.2, 0.1
Cc1noc(C)c1-c1cccc(C(=O)NCCCN2CCCC2=O)c1
  -4, 12, -1.9, 0.2
Cc1cc2c(cc1S(=O)(=O)NC1CCCC1)n(C)c(=O)c(=O)n2C
  -6, -9, -0.6, -0.1
O=[N+]([O-])c1cccc(S(=O)(=O)NCc2ccc(Cl)cc2Cl)c1
  2, 13, -2.9, 1.2
COc1ccc(OCc2nc(C#N)c(N3CCN(c4ccccc4)CC3)o2)cc1
  1, 32, 2.7, -0.2
COCCCn1c(SCc2cc(=O)[nH]c3ccccc23)nnc1-c1ccco1
  1, 5, 0.5, -0.1
CSc1ccccc1NC(=O)Cn1c2ccccc2c(=O)c2ccc(Cl)cc21
  1, 1, -0.6, -0.1
O=C(NCc1cn2ccccc2n1)c1ccc(-c2ccsc2)nc1N1CCCC(CO)C1 (centres undefined)
  2, 7, -0.8, 0.1
Cn1c(=O)c2c(nc(SCC(=O)NC(C)(C)C)n2Cc2cccc(Cl)c2)n(C)c1=O
  6, 8, -0.5, 0.0
CCOC(=O)C1=C(C)N=c2s/c(=C\c3ccc(OCc4ccc(Cl)cc4Cl)cc3)c(=O)n2C1c1ccccc1 (centres undefined)
  -1, 3, 2.0, -0.1

(continued)
Results follow in this order: TEAD-YAP inh, MITF inh, GPR151 activ, FBW7 act
CCOc1ccc(NC(=O)C2C3C=CC4(O3)C2C(=O)N(CCOC)C4C(=O)NC2CCCCC2C)cc1 (centres undefined)
  10, 5, -0.4, 0.3
Cc1ccc(CNC(=O)c2nnn(Cc3ccc(Br)cc3)c2N)cc1
  5, 11, 1.2, 0.3
CCNCCNc1ccc(Cl)cc1[N+](=O)[O-]
  8, 8, -0.5, 0.0
O=C(O)c1ccc(Cl)c(S(=O)(=O)N2CCCC2C(=O)O)c1 (centres undefined)
  -8, -5, 2.6, 0.1
COc1ccc(C(c2nnnn2C(C)(C)C)N2CCN(C)CC2)cc1OC (centres undefined)
  -3, -1, 1.1, 0.1
O=C1c2ccc(Br)cc2C(=O)N1c1ccc(Cl)cc1[N+](=O)[O-]
  14, 0, -1.1, 0.1
CCN(CCO)C(=O)CC1(c2ccccc2)CC(=O)N(Cc2cccnc2)C1=O (centres undefined)
  0, -2, 1.1, 0.0
CCC(CC)C(=O)Nc1c2c(nn1-c1ccccc1C)CSC2
  -5, 13, 0.5, 0.4
CN(C)c1oc(-c2ccco2)nc1S(=O)(=O)c1ccc(Br)cc1
  -1, -6, -1.3, -0.1
O=C(CN(C1CCCCC1)S(=O)(=O)c1ccc(Cl)cc1)NCC1CCCO1 (centres undefined)
  -7, 0, 0.7, 0.1
CCOc1ccc2c(C(F)(F)F)cc(=O)oc2c1
  6, -3, -0.5, 0.6

Source: PubChem (The Scripps Research Institute Molecular Screening Center)
